# PrPC surface inh = inhibitors of human cell surface prion protein PrPC | P04156 | TR-FRET read-out | inhibition, % at 13.8 µM | actives 0.43% (n = 370,000) | AID 720596; in the data active means inhibition above about 24%; further: 0% = median of the test wells and 100% = reference compound wells
# Active calls of the source: *. Only part of the results is shown; the hit share may differ from the screen's.
canonical_smiles | PrPC surface inh
CCOC(=O)C1=C(C(=O)OCC)C2N(Cc3ccc(C#N)cc3)c3ccccc3[C@@]23C[C@@H](C(=O)OC)N(S(=O)(=O)c2c(C)noc2C)C3=N1 (stereo partly drawn) | -3
CSc1n[nH]c(-c2cccs2)n1 | -6
CC(C)OP(=O)(O)C(C)NC(=O)OCc1ccccc1 (stereo not drawn) | -2
Cc1cc2c(c(=O)o1)[C@@]1(C(=O)N(C)c3cccc(Br)c31)C1=C(CCCC1=O)O2 | -2
O=C(OCc1cn(Cc2ccccc2C(F)(F)F)nn1)N1CCOCC1 | 5
CN(Cc1ccccc1)C(=O)OCc1cn(Cc2cccc(F)c2)nn1 | -5
C[C@H]1[C@@H](NC(=O)c2cccc(N(C)C)c2)CC[C@@]23CCCN2C(=O)CCC[C@@H]13 | 2
CC(C)c1cc(C(=O)NCc2ccc(F)cc2)c(N)s1 | -1
CC1=C2N=C(N)N(Cc3ccccc3)C(Cc3ccccc3)C2n2c(=O)n(-c3ccccc3)c(=O)n2C1 (stereo not drawn) | 17
Cc1ccccc1CNC(=O)c1cccc2c1C(=O)N(Cc1cccnc1)C2 | 3
O=S1(=O)c2ccc(N3CC[C@@H](O)C3)cc2O[C@@H]2CCN1C2 | -5
COCCCNC(=O)C[C@H]1C[C@@]2(C(=O)OC)C(=C[C@H](C3CCCC3)O[C@@H]2C)N(CCC2=CCCCC2)C1=O | -10
O=C(NC1CCCC1)C(C1CC1)n1c(-c2ccnc3ccccc23)nc2ccccc21 (stereo not drawn) | 11
COC(=O)[C@H](CC(C)C)N(Cc1cn(Cc2ccc(C)cc2)nn1)S(=O)(=O)c1ccc(F)cc1Br | 7
O=[N+]([O-])c1ccc2c(c1)CCCO[C@]21O[C@H](CCO)C[C@H](O)[C@H]1O | -8
CCOC(=O)C1=NOC(C(C)=O)(C(=O)Nc2cc(C)cc(C)c2)C1 (stereo not drawn) | 5
CCOC(=O)CC[C@@H]1CC[C@]2(CCCN(C(=O)C(C)(C)C)C2)O1 | 4
O=S1(=O)N[C@H](Cc2ccccc2)COc2cccc(N3CCCCC3)c21 | 0
Cc1ccc(S(=O)(=O)n2ccc(-c3c(-c4ccc(Cl)cc4)noc3C)n2)cc1 | 4
O=C(CSc1nc2ncccc2[nH]1)N1CCOCC1 | -5

# (list continues)
canonical_smiles | PrPC surface inh
CCN(CC)CCCN1C(=O)C2=C(C1=O)C1N(C)c3ccccc3[C@@]13C[C@@H](CO)N(C(=O)CCC(=O)OC)C3=N2 (stereo partly drawn) | -5
O=C(NCc1ccccc1)N1CCN(Cc2nc3ccccc3c(=O)[nH]2)CC1 | 3
Cc1cccc(-c2cccc3c4c([nH]c23)[C@@H]2C[C@H](N(C)C(=O)C3CCCCC3)[C@H]([C@H](C)O)CN2CC4)c1 | 3
C[C@H](O)[C@@H]1CN2CCc3ccc(-c4ccc5c(c4)OCO5)cc3[C@@H]2C[C@@H]1N(C)CC1CCCCC1 | 0
CS(=O)(=O)N1c2ccccc2C[C@H]1Cc1cc2ccccc2o1 | -3
O=C(O)CCCC[n+]1ccccc1 | -2
COC(=O)[C@]12C[C@H](CC(=O)NCc3ccc(C)o3)C(=O)N(Cc3ccc4c(c3)OCO4)C1=C[C@H](COCc1ccccc1)O[C@@H]2C | -1
C=CCN1C(=O)[C@H](CC(=O)N2CCN(C(=O)OCC)CC2)[C@@]2(C(=O)OCC)CCCC=C12 | -5
O=Cc1ccc([B-](F)(F)F)o1 | 0
COC(=O)[C@]12C[C@H](CC(=O)NCc3ccc(OC)c(OC)c3)C(=O)N(Cc3cccc4ccccc34)C1=C[C@H](C1CCCC1)O[C@@H]2C | 9
CC(C)[C@@H](CO)N1Cc2nnn(Cc3ccccc3)c2-c2ccccc2S1(=O)=O | -3
CCCCCCCCNC(=O)C1CSCCS(=O)(=O)N1Cc1ccc(F)cc1 (stereo not drawn) | -1
COc1ccccc1-c1nc2ccccc2n(CC(C)C)c1=O | -6
Oc1cccc(CN2CCN(c3ncc(Cc4ccccc4)cn3)CC2)c1 | 13
CC(C)NC(=O)N[C@@H]1C[C@@H]2O[C@@H](CO)CC[C@@H]2O[C@@H]1CCc1ccc(-c2ccccc2F)cc1 | -6
O=C(NC1CCCCN(Cc2cccc(Cl)c2)C1=O)c1ccc(F)cc1 (stereo not drawn) | -3
COc1ccc(CN2C(=O)CN(S(C)(=O)=O)CC2(C)C(=O)NC(C)C)cc1 (stereo not drawn) | -7
COC(=O)[C@]12C[C@H](CC(=O)NCc3ccccc3)C(=O)N(Cc3cccc4ccccc34)C1=C[C@H](C1CCCC1)O[C@@H]2C | 16
Cc1cc(C)c(O)c(C(=O)CC2CC(=O)NC(=O)C2)c1 | 71*
COc1ccc(-c2ccc3c(n2)CCCN3Cc2ccccc2C(F)(F)F)cc1 | 1

# (continued)
canonical_smiles | PrPC surface inh
COC(=O)C1=C(C(=O)OC)C2C=C(C(C)C)C1C(=O)C2(C)O (stereo not drawn) | 3
CSCCC(c1nc2ccccc2[nH]1)n1c(-c2cc(C(F)(F)F)cc(C(F)(F)F)c2)nc2ccccc21 (stereo not drawn) | 10
N#CCC[C@@H]1CC[C@]2(CCCN(C(=O)c3ccco3)C2)O1 | 6
COC(=O)C(C(=O)OC)c1ccccc1NC(=O)OCc1ccccc1 | 6
COC(=O)C[C@@H]1C=C[C@H](NC(=O)Nc2cc(F)ccc2F)[C@@H](CO)O1 | -1
O=C(NCc1ccccc1)[C@H]1CCCN1C(=O)[C@H]1CCCN1C(=O)c1ccc(F)cc1F | 8
Cc1cc(N2CCN(C(=O)OC(C)(C)C)C[C@@H]2C)ccc1N1CCS(=O)(=O)CC1 | 0
C[C@H](O)[C@@H]1C(=O)N2CCc3c([nH]c4cccc(-c5ccccc5)c34)[C@@H]2C[C@@H]1N(C)C(=O)OCc1ccccc1 | 13
COCCCNC(=O)C[C@H]1C[C@@]2(C(=O)OC)C(=C[C@H](C(C)(C)C)O[C@@H]2C)N(Cc2ccc3c(c2)OCO3)C1=O | -3
COc1ccc2c3c(n(C(=O)OC(C)(C)C)c2c1)C1CC=C(COC(C)=O)CN1CC3 (stereo not drawn) | -23
COC(=O)C1=C(C)N(Cc2ccccc2C(F)(F)F)C(=NCc2cc(OC)c(OC)c(OC)c2)NC1c1cccc(F)c1 (stereo not drawn) | 5
COc1ccc2c(C(c3ccccc3O)C3CCCN3S(=O)(=O)c3ccc(C)cc3)cn(C)c2c1 (stereo not drawn) | 1
COc1ccc(N)cc1CN1CCN(c2ncc(Cc3ccccc3)cn2)CC1 | -3
COC(=O)C1CCN(C2CN(Cc3cn(Cc4ccc(C(F)(F)F)cc4)nn3)S(=O)(=O)C2)CC1 (stereo not drawn) | -5
COc1ccc(C(=O)OCCCN(C)C2CN(Cc3cn(Cc4ccccc4C(F)(F)F)nn3)S(=O)(=O)C2)cc1OC (stereo not drawn) | -3
Cc1ccc(NC(=O)C2CCN(c3ncccn3)CC2)cc1C | 4
O=C(C(=O)N1CCC(CNS(=O)(=O)c2ccc(F)cc2)CC1)c1cccs1 | -5
CCC[C@H]1[C@@H](NCc2cccs2)CC[C@@]23CCCN2C(=O)CCC[C@@H]13 | 6
N#Cc1ccc(C(C(=O)NC2CCCCC2)n2c(=O)c(-c3ccccc3)nc3ccccc32)cc1 (stereo not drawn) | 8
COCc1cn(-c2ccc3c(c2)[C@@]2(CC(=O)N(C)C2c2ccccc2)C(=O)N3CC(C)C)nn1 (stereo partly drawn) | 6

# (more compounds)
canonical_smiles | PrPC surface inh
Cc1ccc(S(=O)(=O)N2CCCC2c2cccc3[nH]cc(C)c23)cc1 (stereo not drawn) | 0
O=C(NCc1ccccc1)[C@@H]1CCCN1C(=O)[C@@H](NS(=O)(=O)c1ccc(F)cc1F)c1ccccc1 | -5
COC[C@@H](OC(C)=O)[C@H]1OCc2ccccc2[C@@H]1/C=C/c1ccccc1 | -11
COC[C@H]1O[C@]2(c3ccccc3)CO[C@H]1[C@@H](/C=C/c1ccccc1)C2 | -1
O=C(CSc1nnc(-c2cccnc2)n1-c1ccccc1)Nc1ccc2c(c1)OCCO2 | 8
CCCC[C@H]1C2CC(OC(=O)Nc3ccc(F)cc3)C(C2)[C@H]2CCCCN21 (stereo partly drawn) | -5
C#CCOc1ccccc1C(=O)NNc1ccc([N+](=O)[O-])cc1[N+](=O)[O-] | -5
O=C(N[C@H](C(=O)N1CCC[C@H]1C(=O)NC1CCCC1)C1CCCCC1)c1ccccc1 | -2
O=C(C(=O)N1CCN(C(=O)c2ccco2)CC1)c1ccccc1 | 1
COCC(=O)N1C[C@H]2CON(C)[C@H]2C[C@H]1c1cccc(-c2cc(Cl)cc(Cl)c2)c1 | -10
C=CCN1C(=O)c2n[nH]c(C(C)C)c2C1c1ccccc1 (stereo not drawn) | -1
CCCCS(=O)(=O)NCC1CCN(C(=O)C(=O)c2cc3ccccc3o2)CC1 | -11
COc1cccc(C2NC(=S)N(Cc3ccc(Br)cc3)C(C)=C2C(C)=O)c1 (stereo not drawn) | 10
Cn1c(Cc2cccs2)nnc1SCC(=O)Nc1ccc2c(c1)OCO2 | 8
CCC[C@H]1[C@@H](OC(=O)NCc2ccc(Cl)c(Cl)c2)CC[C@@]23CCCN2C(=O)CCC[C@@H]13 | -1
Cc1ccc(-n2c(SCC(=O)Nc3ccccc3-c3ccccc3)nnc2-c2ccccn2)cc1 | -2
COC(=O)[C@]12C[C@H](CC(=O)N3CCSCC3)C(=O)N(Cc3cccc4ccccc34)C1=C[C@H](C(C)C)O[C@@H]2C1CC1 | 2
CC(C)n1nnnc1C1(C)CN(S(C)(=O)=O)CC(=O)N1Cc1cccc(C(F)(F)F)c1 (stereo not drawn) | 0
C=CCCC(=O)N1C[C@H]2CCN(C)[C@H]2C[C@H]1c1ccccc1Br | -1
CCN1CCCCC(NC(=O)COCc2ccccc2)C1=O (stereo not drawn) | 2

# Seven compounds out of the list, sorted by number of heavy atoms, falling.
canonical_smiles | PrPC surface inh
O=C(NCc1ccccc1)[C@@H]1CCCN1C(=O)[C@@H](NS(=O)(=O)c1ccc(F)cc1F)c1ccccc1 | -5
Cc1ccc(-n2c(SCC(=O)Nc3ccccc3-c3ccccc3)nnc2-c2ccccn2)cc1 | -2
O=C(CSc1nnc(-c2cccnc2)n1-c1ccccc1)Nc1ccc2c(c1)OCCO2 | 8
CCC[C@H]1[C@@H](OC(=O)NCc2ccc(Cl)c(Cl)c2)CC[C@@]23CCCN2C(=O)CCC[C@@H]13 | -1
C#CCOc1ccccc1C(=O)NNc1ccc([N+](=O)[O-])cc1[N+](=O)[O-] | -5
Cc1ccc(S(=O)(=O)N2CCCC2c2cccc3[nH]cc(C)c23)cc1 (stereo not drawn) | 0
C=CCCC(=O)N1C[C@H]2CCN(C)[C@H]2C[C@H]1c1ccccc1Br | -1

# (list continues)
canonical_smiles | PrPC surface inh
Cc1ccc(S(=O)(=O)NCC2CN(S(=O)(=O)c3ccc(C)cc3)c3ccccc3C(=O)N2c2ccc(F)cc2)cc1 (stereo not drawn) | 2
NC(=O)c1ncn([C@@H]2O[C@H](C(=O)Nc3ccc(C(=O)N4CCCCC4)cc3)[C@@H](O)[C@H]2O)n1 | -8
O=C(NCc1ccccc1)[C@H]1CCCN1C(=O)[C@H]1CCCN1C(=O)C1CCCCC1 | 2
O=C(CC1CCCC1)N[C@H](C(=O)N1CCC[C@H]1C(=O)NC1CCCC1)C1CCCCC1 | 6
C=CCOC(=O)N[C@H](c1cccc(OC)c1)[C@H](C)/C=C/CC(=O)OC | 5
CCc1c(-c2cccc(Br)c2)ncn1CCc1ccccc1OC | 0
CCOC(=O)C1=CC[C@@H](c2cccc(Br)c2)N(S(=O)(=O)c2ccc(F)cc2)[C@H]1c1cccc(Cl)c1 | 7
Cc1ccccc1CN1C(=O)CN(S(C)(=O)=O)CC1(C)C(=O)Nc1c(C)cccc1C (stereo not drawn) | -7
CCN=C1NC(CCc2ccccc2)C(C(=O)OC)=C(C)N1Cc1ccccc1C(F)(F)F (stereo not drawn) | 4
O=C(NCCc1ccccc1F)c1ccc(Sc2ccccc2Cl)c([N+](=O)[O-])c1 | -3
CC(C)NC(=O)C1(C)CN(S(C)(=O)=O)CC(=O)N1Cc1ccco1 (stereo not drawn) | 1
COc1cc(OC)cc(C(=O)NCCN2CCC3(CC2)C(=O)NCN3c2ccccc2)c1 | 0
O=C1c2ccccc2-c2ccc(P(=O)(O)O)cc21 | 2
O=[N+]([O-])c1ccc(SN2CCCCC2)c([N+](=O)[O-])c1 | -8
Cc1cc(-c2cc(NC(=O)Cc3c[nH]c4ccccc34)ccc2N(C)c2cccnc2)ccc1F | 2
COC(=O)c1cc2c(c3c4cc(F)ccc4n(S(=O)(=O)c4ccc(C)cc4)c13)C(=O)N(C)C2 | -1
Fc1ccc(-c2n[nH]c(=S)n2N=Cc2cccc(OCc3ccccc3)c2)cc1 | 5
Nc1[nH]c(C(=O)c2ccccc2)c(-c2ccccc2)c1C(=O)NCCc1c[nH]c2ccccc12 | 7
CCOC(=O)[C@]12CCCC3=C1N(CCC3)C(=O)[C@@H](CC(=O)NCc1ccc(C)o1)C2 | 4
C=CCN1C(=O)[C@@H](CC(=O)N2CCN(C(=O)C3CC3)CC2)[C@]2(C(=O)OC)CCCCC=C12 | -1
C=CCN(C(=O)[C@@H](C1CC1)[C@@H](O)c1ccc(Cl)cc1)c1ccccc1 | 4
COC(=O)[C@]12C[C@H](CC(=O)N3CCSCC3)C(=O)N(Cc3ccccc3)C1=C[C@H](COCc1ccccc1)O[C@@H]2C | -6
Brc1ccc2nc(-c3ccc(CN4CCC5(CC4)CNc4ccccc45)cc3)c(-c3ccccc3)nc2c1 | 26*

# Grouped by structure, the entries above with a cyano group.
canonical_smiles | PrPC surface inh
CCOC(=O)C1=C(C(=O)OCC)C2N(Cc3ccc(C#N)cc3)c3ccccc3[C@@]23C[C@@H](C(=O)OC)N(S(=O)(=O)c2c(C)noc2C)C3=N1 (stereo partly drawn) | -3
N#CCC[C@@H]1CC[C@]2(CCCN(C(=O)c3ccco3)C2)O1 | 6
N#Cc1ccc(C(C(=O)NC2CCCCC2)n2c(=O)c(-c3ccccc3)nc3ccccc32)cc1 (stereo not drawn) | 8

# Screening data as filed in PubChem BioAssay.
